UTI89 phage lysis – protection from phage-mediated lysis, alamar blue read-out – E. coli UTI89, K1F phage, bacterial capsule biogenesis inhibitors (AID 488966); 340,000 tested, 0.02% active; inhibition, % at 100 µM, or IC50 in µM where a hit was titrated; E. coli UTI89 K1F phage lysis, alamar blue, 2 h; higher % means a stronger effect;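 active = phage lysis inhibition, versus mean bacterial control, above a set limit; inconclusive = no clear call, values can overlap the other calls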;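 also: capsule biogenesis inhibitors block K1F phage lysis so surviving cells raise fluorescence; higher fluorescence means more inhibition of phage lysis; actives were called in the ten point dose series up to 300 µM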
Autophagy HCS – alters autophagy in cells. 190,000 tested, 0.98% active. MEF GFP-LC3 puncta imaging; test concentration mostly 10 µM. calls only at 10 µM (by protocol). AID 463193;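 active = percentage of spot-positive cells more than 3 SD above its plate mean, without a fluorescence outlier flag or 80% toxicity; inconclusive = no clear call, values can overlap the other calls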;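 also: spot-positive cell cutoff set from DMSO-treated cells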
Ins promoter up – MIN6 insulin promoter up-regulation; MIN6 insulin promoter-GFP reporter, high-content imaging; active compounds read high; z-score at 5 µM; 190,000 tested, 0.3% active; AID 1625;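 active = z-score above 3 at 5 µM with at least 500 cells counted in the well; inconclusive = wells under 500 cells, flagged as cytotoxic or low count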
MT stabilize HCS – microtubule stabilization, imaging screen. % tubulin-high responders, % at 10 µM. HeLa tubulin immunostaining HCS, 24 h; share of cells brighter than vehicle mean+2SD. 200,000 tested, 0.83% active;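 active = plate Z-score above 3 for both tubulin-high and condensed-nucleus cell shares, with cell loss under 80%, at 10 µM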;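 also: anti alpha tubulin signal scored within the nucleus-defined area of each cell; some results filed as inactive read as strong as hits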
ER stress rescue – protection against thapsigargin-triggered cell killing – 384-well, CSM14.1, ATP luminescence, primary screen (AID 1222); CSM14.1 thapsigargin-induced death rescue, ATP luminescence; higher % means a stronger effect; one-dose cellular ATP content (survival), % at 20 µM; EC50 in µM for titrated hits; 190,000 tested, under 10 active;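 active = EC50 below 50 µM in the dose-response confirmation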;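 also: death triggered by thapsigargin at about 15 µM added after 2 h compound pretreatment; cell ATP read after overnight thapsigargin exposure of roughly 18 to 22 hours; normalized against plate controls of thapsigargin alone and 5% DMSO vehicle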
M1AAP inhibition – P. falciparum M1AAP inhibitors, biochemical, fluorogenic H-Leu-NHMec substrate, 1536-well (AID 1445); recombinant M1AAP, H-Leu-NHMec fluorogenic kinetic assay; higher % means a stronger effect; 220,000 tested, 0.42% active; inhibition, % at 30 µM, or IC50 in µM where a hit was titrated;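 active = primary inhibition above the hit cutoff, then over 50% inhibition at one or more dose response concentrations, cut at about 23% in these data, passing the limit was not always enough; inconclusive = conflicting primary data, or primary hits not chosen for dose response; inactive = low primary inhibition, or under 50% at every dose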;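 also: plate controls were DMSO full reaction for no effect and no enzyme background for full effect; strong numbers were not always called active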
Dynein cargo inh – dynein cargo transport inhibition | AID 1381 | 3617.4 mouse cells, GR-EGFP nuclear translocation imaging; test concentration mostly 20 µM; stimulated with dexamethasone, 1 µM; active compounds read low | z-score, hits read low | 220,000 tested, 0.47% active;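 active = plate z-score of nuclear minus cytoplasmic receptor signal below a set negative limit, without overly bright fluorescence or cell loss, cut at about -3.5 in these data, passing the limit was not always enough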;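 also: z-score of nuclear minus cytoplasmic ring GR-EGFP intensity difference per well; some compounds called inactive have numbers as strong as hits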
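medium = tetracycline-free induction medium containing charcoal-stripped FBS | also added = 1.0 µM final dexamethasone stimulus | schedule = 48 h induction, 1 h compound, 30 min dex at 37 °C | technique = fixed, Hoechst-stained cells imaged at 10x for EGFP | measure = GR-EGFP nuclear translocation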
P. falciparum M17LAP – P. falciparum M17LAP inhibitors, primary screen, biochemical, fluorogenic H-Leu-NHMec substrate, 1536-well (AID 1619); recombinant M17LAP, H-Leu-NHMec fluorogenic kinetic assay; higher % means a stronger effect; 220,000 tested, 0.38% active; inhibition, % at 30 µM, or IC50 in µM where a hit was titrated;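 active = compound inhibiting the enzyme by more than half at any dose during confirmatory dose-response retesting; inconclusive = strong single-dose inhibitors picked by rank but not retested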;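 also: plate controls were full reaction with DMSO carrier for no effect and no enzyme background for full effect; strong numbers were not always called active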
b-catenin transl – alters nuclear translocation of beta-catenin in HeLa cells; immunofluorescence imaging; nuclear translocation activity, % at 5 µM; 190,000 tested, 0.3% active; AID 1665;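 active = nuclear translocation activity above 50% at 5 µM, with a well cell count of 50 or more; inconclusive = wells under 50 cells across six images, flagged as toxic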;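 also: per-cell ratio of nuclear to cytoplasmic median beta-catenin stain intensity; plate controls were DMSO negative control for no effect and GSK-3 inhibitor IX positive control for full effect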
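System: Human HeLa cells, endogenous beta-catenin | Compound dosing: 5 µM primary, 0.02–20 µM confirmation | Timing: 24 h compound exposure at 37°C, 5% CO2 | Measured by: Fluorescence imaging of beta-catenin antibody stain plus DAPI | Read-out basis: % activation of per-cell nuclear versus cytoplasmic median beta-catenin signal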
Dynein cargo inh cytoplasmic EGFP – further read-out of Dynein cargo inh, marked with its call; z-score; measured here: cytoplasmic GR-EGFP intensity; active compounds read high
Dynein cargo inh nuclear GR-EGFP – also measured in Dynein cargo inh; calls as there; z-score; measured here: nuclear GR-EGFP intensity;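 lower value marks the stronger effect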
Dynein cargo inh cell count – also measured in Dynein cargo inh; calls as there; z-score; measured here: cell count per field
Ins promoter up cell count – second read-out of Ins promoter up, no call of its own (marks repeat the call); cell count; measured here: cytotoxicity, nuclei count;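 total cells summed across four imaged fields per well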
b-catenin transl cell count 5 µM – further read-out of b-catenin transl, marked with its call; cell count; measured here: cell count, cytotoxicity flag
MT stabilize HCS Hoechst-high % – further read-out of MT stabilize HCS, marked with its call; % Hoechst-high responders; measured here: nuclear condensation Hoechst responders;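 share of cells brighter than vehicle mean plus two SD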
MT stabilize HCS cytotoxicity % – also measured in MT stabilize HCS; calls as there; toxicity, %; measured here: cytotoxicity by cell density;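 0% = mean cell density of plate MIN control wells and 100% = no cells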
Autophagy HCS cell loss 18 h – recorded beside Autophagy HCS, whose call it bears; toxicity, %; measured here: cell loss, nuclei count;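 cell loss after 18 h compound exposure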
* hit, by the source's call; i = inactive; ? = inconclusive; . = not tested or not shown; [ ] = dose if it differs, or a comment. Rows are unselected. Share with any hit: about 2.9%.

SMILES	UTI89 phage lysis	Autophagy HCS	Autophagy HCS cell loss 18 h	Ins promoter up	Ins promoter up cell count	MT stabilize HCS	MT stabilize HCS Hoechst-high %	MT stabilize HCS cytotoxicity %	ER stress rescue	M1AAP inhibition	Dynein cargo inh	Dynein cargo inh cytoplasmic EGFP	Dynein cargo inh nuclear GR-EGFP	Dynein cargo inh cell count	P. falciparum M17LAP	b-catenin transl	b-catenin transl cell count 5 µM
CCN1/C(=C2\C(=O)N(c3ccccc3)N=C2C)C=Cc2cc(C)ccc21	1.2%	i	0	-0.09	1335	5.7	2.7	7.4	0.7%	7%	-0.63	-0.31	-0.69	0.79	10%	-0.9	959
COc1cc(C(=O)Nc2nnc(-c3sccc3C)s2)cc(OC)c1OC	9.4%	i	-7	-1.2	1224	3.9	2.4	5.9	.	6%	0.57	-0.21	0.26	0.46	16%	-0.1	1091
COc1ccc(NC(=O)CSc2nc3ccccc3c(=O)n2CCNC(C)=O)cc1	0.0%	i	3	0.59	1289	4.7	1.8	3.0	-0.7%	2%	-0.68	-0.34	-0.25	0.29	-2%	2.0	1445
O=C1c2cccnc2C(Nc2ccc(F)c(Cl)c2)N1Cc1cccs1 (stereo unspecified)	0.2%	i	5	0.78	1252	3.0	0.9	3.5	0.3%	-10%	2.3	0.05	1.8	-2	-3%	-1.6	1088
CCC(=O)Nc1ccc(S(=O)(=O)Nc2cccc(C)c2)cc1OC	0.2%	i	-2	0.22	1290	3.6	2.3	1.4	-2.2%	2%	2.2	-0.21	0.86	-1	1%	0.3	1124
COc1cc(NC(=O)CN2CCC(C(N)=O)(N3CCCCC3)CC2)c(OC)cc1Cl	0.3%	i	-1	-0.33	1603	2.3	2.4	15	-1.2%	3%	-0.53	1	0.54	-0.27	-3%	-7.2	1121
CC1=C(C(=O)OC(C)C)C(c2c(O)ccc3ccccc23)NC(=O)N1 (stereo unspecified)	-0.3%	i	10	-0.61	1046	4.1	3.6	9.3	0.0%	4%	-0.49	-0.22	-0.012	0.38	-5%	.	.
COc1ccc2c(-c3ccccc3)cc(SCC(=O)NC(N)=O)nc2c1	0.3%	i	-5	-0.1	1259	2.2	1.6	10	0.4%	7%	-0.85	-0.2	-0.33	0.58	1%	-1.0	1078
Cc1cc(/C=N/NC(=O)c2ccc(O)cc2)c(C)n1C1CC1	-1.4%	i	12	-0.16	1475	2.4	1.1	2.5	0.6%	8%	0.47	-0.29	0.23	-0.15	5%	-2.2	1015
CCC(CC)NC(=O)Cc1ccc(S(=O)(=O)N2CCOCC2)s1	-0.1%	i	0	-0.11	925	2.3	1.3	3.6	-2.9%	3%	3	0.46	2.4	-2.3	-18%	-6.7	1230
CCOC(=O)N1CCC(n2c(=S)[nH]c3ccccc3c2=O)CC1	-0.3%	i	8	0.23	944	1.3	1.5	11	1.0%	-1%	0.016	0.046	-0.18	0.44	9%	5.5	932
CC(Sc1ncc(C(F)(F)F)cc1Cl)C(=O)NC(N)=O (stereo unspecified)	-0.3%	i	14	0.55	1093	2.3	1.9	3.3	-0.5%	11%	-1.5	-0.29	-0.23	0.64	-1%	5.3	963
CC(C)CC(=O)N1CCN(C(=O)CCC2CCCC2)CC1	1.0%[50 µM]	i	-4	0.55	1310	3.7	3.1	4.6	0.7%	4%	-0.91	-0.31	-0.21	0.47	14%	2.3	887
CC1CCN(C(=O)CCc2ccc(Oc3cc([N+](=O)[O-])cc([N+](=O)[O-])c3)cc2)CC1	3.8%	i	-7	0.24	1299	2.5	2.1	4.0	0.9%	1%	-0.43	-0.18	-0.14	-0.37	1%	0.1	974
O=C(CN1C(=O)C2CC=CCC2C1=O)Nc1nnc(SCc2c(Cl)cccc2Cl)s1 (stereo unspecified)	0.8%	i	-12	?	.	2.1	1.6	3.2	-1.7%	5%	0.12	-0.18	0.78	0.66	-4%	3.1	1012
COc1ccccc1CNS(=O)(=O)N(C)C	1.1%	i	7	2.9	1200	1.2	1.0	3.7	0.5%	0%	-0.32	-0.31	-0.32	0.62	3%	0.3	1498
Cc1ccc(/C=C/C2=Cc3c(sc(NC(=O)CSc4n[nH]c(N)n4)c3C#N)C(C)(C)C2)o1	.	i	10	-0.82	1585	3.1	3.2	6.4	2.8%	15%	-1.1	0.08	-0.28	-0.065	27%	3.1	1295
COCCN(C)C(=O)CCc1nnc(Cc2ccc(-c3ccccc3)cc2)o1	0.0%	i	-3	.	.	2.5	1.2	4.6	0.3%	2%	-0.46	-0.17	0.057	0.48	14%	-1.9	1003
Cc1ccc(S(=O)(=O)N(CC(=O)Nc2ccccc2-c2ccccc2)c2ccc(C)cc2C)cc1	-0.2%	i	-19	-0.22	1415	6.0	2.9	4.9	-1.9%	5%	1.1	-0.24	0.45	-1.1	-4%	1.7	1110
O=C(OCC(=O)N1c2ccccc2Sc2ccccc21)c1cccnc1	0.0%	i	-5	-0.61	1225	2.1	3.1	8.8	-0.2%	3%	-0.15	-0.21	0.23	-0.088	3%	-5.2	1119
c1ccc(CN2CCCC3(CCCN(Cc4nc(CC5CC5)no4)C3)C2)cc1 (stereo unspecified)	0.1%	i	-21	-0.8	1466	4.2	1.9	3.8	1.2%	0%	0.54	-0.26	0.059	0.35	6%	0.5	973
COc1ccc(C)cc1NC(=O)Nc1ccc(Br)cn1	0.9%	i	-2	-0.52	859	2.8	1.7	8.4	-1.1%	1%	-0.94	-0.23	-0.25	0.93	-10%	.	.
O=C1CCC(=O)N1c1ccc(CSc2nc3ccccc3[nH]2)cc1	0.1%	i	-16	0.53	1232	1.5	2.1	7.4	1.7%	-2%	-0.52	-0.081	-0.2	0.46	-2%	-5.6	1029
COc1cc(OC)cc(-c2nc3nc(C)c(CCC(=O)NCC(OC)OC)c(C)n3n2)c1	0.1%	i	-32	.	.	1.4	1.7	5.6	-1.2%	1%	0.14	-0.3	0.053	0.35	-1%	5.1	523
Cc1ccc(NC(=S)NNc2ncc(C(F)(F)F)cc2Cl)cc1	1.4%[50 µM]	i	1	-0.53	1380	4.8	2.0	7.7	0.5%	-6%	1.4	-0.083	0.69	-1.3	0%	0.1	1069
SMILES	UTI89 phage lysis	Autophagy HCS	Autophagy HCS cell loss 18 h	Ins promoter up	Ins promoter up cell count	MT stabilize HCS	MT stabilize HCS Hoechst-high %	MT stabilize HCS cytotoxicity %	ER stress rescue	M1AAP inhibition	Dynein cargo inh	Dynein cargo inh cytoplasmic EGFP	Dynein cargo inh nuclear GR-EGFP	Dynein cargo inh cell count	P. falciparum M17LAP	b-catenin transl	b-catenin transl cell count 5 µM
O=C(O)CCCCCNC(=O)c1ccc(Br)cc1	-0.1%	i	-13	-0.01	995	1.1	1.1	7.8	2.4%	6%	-0.33	-0.13	0.043	0.36	10%	.	.
COc1cccc(-c2nc(OC(C)C)c3ccccc3n2)c1	0.0%	i	1	-0.33	1557	2.3	2.2	3.3	0.7%	13%	0.29	-0.14	-0.47	-0.54	-1%	-0.7	1389
CC(NS(C)(=O)=O)C(c1cccs1)N1CCN(c2ccccc2)CC1 (stereo unspecified)	0.4%	i	-7	0.32	1171	2.7	1.4	4.4	-1.2%	3%	-0.25	-0.26	-0.44	0.63	-1%	-1.2	1172
CC(C)(C)n1nc(-c2ccc(F)cc2)c2c(N)ncnc21	1.5%	i	10	0.39	1420	2.5	1.6	2.1	-3.5%	1%	-0.35	-0.21	0.18	0.4	8%	-0.3	929
O=C(O)c1ccc(NS(=O)(=O)c2cc(Cl)ccc2Cl)cc1	0.2%	i	-9	1.1	1193	4.6	3.7	2.9	3.1%	5%	0.029	-0.24	0.015	0.084	21%	2.4	1199
Cc1ccc(CNCc2cc3c(C(C)(C)C)nn(-c4ccccc4)c3[nH]c2=O)cc1	-0.1%[50 µM]	i	36	0.74	968	2.5	0.8	18	1.8%	-3%	-0.14	0.059	0.41	-0.39	-3%	1.3	954
CCn1c(SCC(=O)Nc2nc(C)cs2)nnc1-c1ccoc1C	-0.1%	i	30	.	.	1.9	1.5	5.6	-1.2%	1%	-0.3	-0.1	-0.064	0.36	-3%	.	.
O=C(CCC(=O)c1ccc(Oc2ccccc2)cc1)Nc1cccc(Cl)c1Cl	0.1%	i	-6	-0.14	1456	1.1	2.5	6.6	1.7%	1%	-0.76	-0.3	-0.72	1	-11%	3.0	1144
O=C(Cc1cccc2ccccc12)N1CCN(c2ncccn2)CC1	2.4%	i	7	-1	1342	4.5	1.3	9.9	-0.8%	-4%	0.33	-0.27	-0.16	0.09	0%	2.0	1058
CCCCn1c(SCC(=O)Nc2cc(C)on2)nc2ccsc2c1=O	-0.6%	i	-3	1.1	1843	2.7	2.8	4.9	-2.4%	0%	0.6	-0.1	0.36	0.29	2%	-0.7	1064
Oc1ccc(/C=N/Nc2nc(N3CCCCCC3)nc(N3CCCCCC3)n2)c(O)c1	-0.1%	i	-1	-0.45	1652	9.9	6.1	9.5	-1.6%	5%	0.23	-0.23	-0.004	-0.059	14%	4.8	988

Assay outcomes deposited in PubChem BioAssay by several laboratories.
